hIAP act = increases human intestinal alkaline phosphatase activity | P09923 | purified human IAP, CDP-Star luminescence, 30 min; hits give high values; 1 = vehicle-only enzyme, 0 = enzyme-free background | activation factor at 10 µM | 0.16% of 330,000 active | AID 2524;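 active = activation factor of the enzyme at least 2-fold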; note: the source names both 10 and 20 µM as test concentration; values of inactives mirror those of a sister screen read the other way
A3G deaminase = APOBEC3G (human) deaminase inhibition; AID 493012; 0.28% of 330,000 active; inhibition, % at 20 µM; Q9HC16; recombinant A3G, ssDNA deamination FAM/TAMRA fluorescence;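 active = inhibition of at least 40% at 20 µM, with no more than 30% in the related APOBEC3A deaminase screen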;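 note: plate controls were DMSO wells with A3G for no effect and wells lacking A3G enzyme for full effect; some compounds called inactive have numbers as strong as hits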
Target sequence (Q9HC16 whole entry, looked up): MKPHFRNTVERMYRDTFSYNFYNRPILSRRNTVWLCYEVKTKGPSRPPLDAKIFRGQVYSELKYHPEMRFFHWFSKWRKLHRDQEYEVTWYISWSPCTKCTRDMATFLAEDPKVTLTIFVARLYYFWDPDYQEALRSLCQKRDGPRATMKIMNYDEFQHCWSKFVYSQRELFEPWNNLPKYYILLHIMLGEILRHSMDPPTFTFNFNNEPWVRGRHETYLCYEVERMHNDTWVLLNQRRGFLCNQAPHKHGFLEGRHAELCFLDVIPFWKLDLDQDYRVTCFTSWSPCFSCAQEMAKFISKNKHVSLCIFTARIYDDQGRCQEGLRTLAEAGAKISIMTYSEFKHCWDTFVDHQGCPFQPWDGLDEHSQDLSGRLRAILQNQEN
mIAP block = blocks mouse intestinal alkaline phosphatase. purified mouse IAP, CDP-Star luminescence, 30 min. inhibition, % at 10 µM. 0.2% of 330,000 active. AID 2806;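 active = inhibition of at least 40% at 10 µM in the primary screen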;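 note: plate controls were DMSO with enzyme for no effect and no enzyme wells for full effect; values of inactives mirror those of a sister screen read the other way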
APOBEC3A inh = human APOBEC3A DNA deaminase inhibition | recombinant A3A, FAM/TAMRA ssDNA deamination fluorescence | inhibition, % at 20 µM | AID 493011 | P31941 | 0.41% of 330,000 active;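 active = at least 40% inhibition at 20 µM here, with at most 30% in a related deaminase screen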;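 note: plate controls were A3A with DMSO for no effect and wells lacking A3A enzyme for full effect; some results filed as inactive read as strong as hits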
Target sequence (P31941 whole entry, looked up): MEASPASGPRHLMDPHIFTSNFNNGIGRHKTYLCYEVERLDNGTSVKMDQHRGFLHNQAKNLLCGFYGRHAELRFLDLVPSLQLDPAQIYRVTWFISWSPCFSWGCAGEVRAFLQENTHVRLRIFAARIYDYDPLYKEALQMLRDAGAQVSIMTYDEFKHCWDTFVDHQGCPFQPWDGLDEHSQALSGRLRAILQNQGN
mIAP act = mouse IAP activation; muIAP, CDP-Star luminescence, 30 min; hits give high values; 1 = vehicle-only enzyme signal, 0 = enzyme-free wells; activation factor at 10 µM; 0.24% of 330,000 active;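 active = activation factor of at least 2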; note: the source names both 10 and 20 µM as test concentration; values of inactives mirror those of a sister screen read the other way
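Assay system: mouse IAP enzyme / Compound: DMSO-dissolved test compounds / Timing: 30 min, room temperature / Measured by: luminescence from enzymatic CDP-Star hydrolysis / Control set: DMSO-only wells, enzyme-free buffer wells as negative control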
hIAP block = blocks human intestinal alkaline phosphatase | purified IAP, CDP-Star luminescence, 30 min | inhibition, % at 10 µM | 0.12% of 330,000 active | AID 2544;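 active = inhibition reaching a set limit with compound at 10 µM in the primary screen, cut at about 35% in these data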;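 note: plate controls were DMSO wells with enzyme for no effect and no-enzyme buffer wells for full effect; values of inactives mirror those of a sister screen read the other way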
MPTP inh = blocks calcium-induced mitochondrial swelling | AID 602449 | 1.4% of 360,000 active | isolated mouse mitochondria, Ca2+ swelling absorbance, 30 min | inhibition, % at 10 µM;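 active = inhibition of 50% or more, scaled per plate between neutral and stimulator controls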;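 note: 0% = DMSO wells given calcium and 100% = 1 mM EGTA wells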
beta cell repl = induces beta-cell replication in MIN6 cells; 0.29% of 330,000 active; proliferation, % at 10 µM; MIN6 cells proliferation, ATPlite luminescence, 48 h; cells starved in 0.2% serum; 100% = growth in 10% serum;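 active = compounds whose signal lies at least 3.5 SD above the mean of all wells on their plate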;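 note: 0% = DMSO-treated cells in low-serum medium and 100% = 10% serum control; some compounds called inactive have numbers as strong as hits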
ATG4B inh = ATG4B (human) cysteine protease inhibition; ATG4B cleavage of LC3-PLA2, NBD-HPC fluorescence, 1 h; inhibition, % at 8.33 µM; 0.51% of 340,000 active; in the data active = inhibition above about 40%
Target sequence (Q9Y4P1 whole entry, looked up): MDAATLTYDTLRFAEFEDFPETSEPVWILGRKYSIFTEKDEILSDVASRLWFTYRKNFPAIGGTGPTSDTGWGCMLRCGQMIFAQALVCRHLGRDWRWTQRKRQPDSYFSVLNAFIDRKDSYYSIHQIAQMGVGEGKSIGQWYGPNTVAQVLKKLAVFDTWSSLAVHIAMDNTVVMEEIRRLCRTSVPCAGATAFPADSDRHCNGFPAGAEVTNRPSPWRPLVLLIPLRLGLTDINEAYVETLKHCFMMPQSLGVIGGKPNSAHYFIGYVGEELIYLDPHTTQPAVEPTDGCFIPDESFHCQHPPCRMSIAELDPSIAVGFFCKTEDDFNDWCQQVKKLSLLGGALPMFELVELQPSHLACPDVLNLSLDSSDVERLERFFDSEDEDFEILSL
An asterisk follows results filed as active; nt = no result given. Outcome played no part in choosing rows. Share with any hit: about 3.3%.

Results follow in this order: hIAP act, A3G deaminase, mIAP block, APOBEC3A inh, mIAP act, hIAP block, MPTP inh, beta cell repl, ATG4B inh
Cc1cc(NC(=O)c2ccc(NC(=O)C3CCCO3)cc2)ccc1Br (configuration not stated)
  0.82, -5, -3, -5, 1, 18, -0.5, -4, -5
CCOC(=O)CN1C(=O)N[C@@H](CCc2ccccc2)C(C(C)=O)=C1C
  1, 2, -8, 26, 1.1, -3, nt, 3, -8
CC(C)C(OC(=O)c1cccs1)C(=O)NC1CCCCC1 (configuration not stated)
  0.89, -1, -2, 1, 1, 11, 1.7, -1, -9
CCC12CC3CC(C1)CC(C(=O)Nc1nn[nH]n1)(C3)C2
  0.98, -3, 14, 3, 0.86, 2, -1.1, -2, -5
Clc1ccc2nc(CSc3ncn[nH]3)cn2c1
  1.3, -2, 10, 3, 0.9, -33, 1.4, 0, 2
COc1ccc(S(=O)(=O)Nc2cccc(NC(C)=O)c2)cc1
  1, -2, 0, 2, 1, -4, -1.0, -1, 7
O=C(NC(Cc1ccccc1)C(=O)O)/C(=C/c1ccc(F)cc1)NC(=O)c1ccccc1 (configuration not stated)
  1, 0, -6, 0, 1.1, -1, 2.5, -5, -11
Cc1ccc(NC(=O)c2cc(N3C(=O)C=CC3=O)ccc2Cl)cc1C
  1.2, -1, 5, -2, 0.95, -24, 30, -6, 3
CS(=O)(=O)N1CCN(c2ccccc2NC(=O)Nc2cccc(Cl)c2)CC1
  1.4, -11, -45, -2, 1.5, -37, 5.3, -3, 4
C/C(=N/NC(=O)c1ccco1)c1ccc(NC(=O)c2ccc(F)cc2)cc1
  1.3, 5, 6, 3, 0.94, -31, 2.7, -3, -6
CCCCCCc1cc2cc(C(=O)Nc3ccccc3OC)c(=O)oc2cc1O
  0.92, -6, 12, -1, 0.88, 8, 57*, -5, -2
COCCNC(=O)C1CC(=O)N(c2ccc(F)c(Cl)c2)C1 (configuration not stated)
  1, 0, -12, 0, 1.1, 0, -1.8, 4, -2
CC1(C)CC(=O)C=C(c2cccc(O)c2)C1
  0.91, -13, 4, -5, 0.96, 9, 0.7, 0, 8
Cc1c(NS(=O)(=O)c2cc(C(=O)NCCN(C)C)ccc2Cl)c(=O)n(-c2ccccc2)n1C
  1.1, -2, 4, 4, 0.96, -10, -0.8, -6, -6
CC1=NN(C(N)=S)C(=O)C1N=Nc1cccc(Cl)c1C (configuration not stated)
  1.4, -5, 6, -1, 0.94, -42, 8.6, -3, 19
Cc1ccc(NC(=O)c2sc(N)nc2-c2ccccc2)cc1C
  0.99, 9, -11, 5, 1.1, 1, -0.8, 5, -10
COc1ccc(C(=O)Nc2ccccc2C(=O)N2CCN(c3ccccc3)CC2)cc1
  0.98, -7, -5, -4, 1.1, 2, 1.3, -3, -6
Cc1ccc(Cl)cc1NC(=O)COC(=O)C1CC1
  0.94, -8, -2, -2, 1, 6, -0.7, -1, 8
COCCNc1oc(Cc2cccc3ccccc23)nc1C#N
  1, 0, 3, -1, 0.97, -3, 36, -4, -3
O=C(Cn1c(=O)ccn(Cc2ccccc2)c1=O)Nc1cccc(S(=O)(=O)N2CCOCC2)c1
  0.85, -8, -2, 1, 1, 15, -0.2, 2, -1
CC1=CC(C)(C)n2c(O)c(N=NC(N)=S)c3cccc1c32
  0.84, 1, 19, -1, 0.81, 16, 3.3, 1, -5
CCOC(=O)C1CCN(S(=O)(=O)c2ccc(OCC)cc2)CC1
  1, -7, 1, -4, 0.99, -2, 1.7, 0, 0
CN(C)Cc1c(C(=O)N/N=C/c2cccc3ccccc23)nnn1-c1nonc1N
  1.1, -1, 4, -1, 0.96, -7, 0.1, 0, 6
Cc1ccc(S(=O)(=O)N2CCN(C(=O)CN3C(=O)CNC3=O)CC2)cc1
  0.94, -7, 8, -4, 0.92, 6, -2.8, 0, -7
CCOC(=O)C1CCN(C(=O)CN2C(=O)CSc3ccc(S(=O)(=O)N4CCOCC4)cc32)CC1
  1.1, -7, 3, -6, 0.97, -7, -0.6, -4, -5
CC12CCC(=O)N1C(C(=O)Nc1ccc(Cl)c(Cl)c1)CS2 (configuration not stated)
  0.92, -7, -4, -4, 1, 8, -0.4, -1, -6
N#Cc1ccccc1OCC(=O)NCc1ccccc1CN1CCCC1
  1, -8, 2, -2, 0.98, -2, -0.9, 3, 6
CCCn1c(N)c(C(=O)CN(C)CC(=O)Nc2ccc(F)cc2)c(=O)[nH]c1=O
  1, -11, -10, -6, 1.1, -3, -1.0, -2, -12
CN(CCCC(=O)Nc1ccc(Br)cc1F)S(=O)(=O)c1ccccc1
  0.78, -5, 2, -3, 0.97, 22, -1.2, -1, -10
Cc1nn(-c2ccccc2)c(Cl)c1/C=C1/C(=N)N2N=C(C(C)C)SC2=NC1=O
  0.95, 4, 8, -3, 0.92, 5, -1.6, -3, 4
CCOC(=O)C1CCN(C(=O)CSCc2nc(-c3ccc(OCC)cc3)oc2C)CC1
  1.1, -6, 5, -21, 0.95, -6, -0.3, -3, 6
CCOC(=O)c1ccc(NC(=O)CCc2nnc3ccc(N4CCN(C)CC4)nn23)cc1
  1.1, -2, 2, -2, 0.98, -7, -2.6, -1, 2
CC(C)(C)NC(=O)COC(=O)c1ccc(F)cc1Cl
  0.91, -2, 0, -1, 0.99, 9, 0.0, 4, 4
O=C1CC(N2CCC(O)(c3ccc(Br)cc3)CC2)C(=O)N1c1ccc(Cl)cc1 (configuration not stated)
  1, -3, 8, 0, 0.92, -4, 44, -3, -8
O=C(Nc1ccc(SC(F)F)cc1)c1cc(-c2ccncc2)nc2ccccc12
  0.86, 4, 18, 29, 0.82, 14, 3.2, -6, -4
CC(C)Cc1nnc(NC(=O)CCC(=O)N2CCCCC2)s1
  1.2, 1, 6, 0, 0.94, -21, -0.4, -2, -6
CCOC(=O)c1ccc2ncc(C(=O)OCC)c(Nc3ccc(N4CCOCC4)cc3)c2c1
  1.1, 0, 19, 0, 0.81, -10, 1.9, -3, -3
Cc1sc2ncnc(SCC(=O)Nc3ccc(CN4CCCC4)cc3)c2c1C
  0.96, -4, -5, 2, 1.1, 4, -0.5, -8, 2
Nc1c(-c2cccc(Cl)c2)cnn1-c1cccc([N+](=O)[O-])c1
  1.1, 1, 0, 1, 1, -6, 10, -2, 15
CN1CCCC(OC(=O)c2cc(Br)ccc2Cl)C1 (configuration not stated)
  1.3, 1, 4, 1, 0.96, -31, -0.3, 0, -8

Profiles, looked up by structure. Values in the order: hIAP act | A3G deaminase | mIAP block | APOBEC3A inh | mIAP act | hIAP block | MPTP inh | beta cell repl | ATG4B inh
CCOC(=O)C1CCN(C(=O)CN2C(=O)CSc3ccc(S(=O)(=O)N4CCOCC4)cc32)CC1 as listed: 1.1 | -7 | 3 | -6 | 0.97 | -7 | -0.6 | -4 | -5
CCCn1c(N)c(C(=O)CN(C)CC(=O)Nc2ccc(F)cc2)c(=O)[nH]c1=O as listed: 1 | -11 | -10 | -6 | 1.1 | -3 | -1.0 | -2 | -12

(cont.)
Results follow in this order: hIAP act, A3G deaminase, mIAP block, APOBEC3A inh, mIAP act, hIAP block, MPTP inh, beta cell repl, ATG4B inh
COCCNC(=O)C(OC(=O)c1cccs1)c1ccc(F)cc1 (configuration not stated)
  0.86, -8, 3, -4, 0.97, 14, -0.8, -3, 1
COc1ccc(CCNC(=O)COC(=O)/C=C/c2cccs2)cc1OC
  0.93, -2, 6, 49*, 0.94, 7, 0.7, 0, 2
CCC(C)(C)c1nnc(NC(=O)c2ccc([N+](=O)[O-])cc2)s1
  1, 4, -2, 2, 1, -3, -4.7, -1, -9
O=C1OCCC1Sc1nnc(-c2cccs2)n1Cc1ccccc1 (configuration not stated)
  1.1, -8, -11, -5, 1.1, -10, -1.0, -1, 0
COc1cccc(NC(=O)c2ccco2)c1
  1.2, -5, -2, -1, 1, -16, -1.3, -2, -1
CC(=O)c1c(C)[nH]c(C(=O)N(C)C(c2ccccc2)c2ccccc2)c1C
  1.1, -6, 1, -1, 0.99, -6, -0.8, 3, -7
O=C(COC(=O)c1ccc(Oc2ccccc2)cc1)Nc1nnc(-c2ccccc2)o1
  0.97, -3, 18, 2, 0.82, 3, -4.4, -5, 22
COc1cccc(C(=O)Nc2ccccc2C(=O)N2CCCC2)c1
  0.98, 0, 2, 1, 0.98, 2, 0.6, -1, 0
CCN(CCNC(=O)C1CC(=O)N(CCc2ccccc2)C1)c1ccccc1 (configuration not stated)
  1.2, 0, -12, -6, 1.1, -18, 0.2, -4, -12
CN1CC(=O)N(CC(=O)NCc2ccc(F)cc2)c2ccccc2C1=O
  1.1, -4, -1, 0, 1, -6, -1.9, 1, 2
COc1ccc(Cl)cc1C(=O)Nc1cccnc1
  0.72, -4, -1, -2, 1, 28, 1.2, -1, -1
CC(=O)N1CCC(=NNc2ccc(S(N)(=O)=O)cc2[N+](=O)[O-])CC1
  1, 3, 4, 0, 0.96, 0, 0.1, 2, -2
COc1ccc(/C=C/C(=O)NNC(=O)c2cc(C)oc2C)cc1
  1.2, -7, 4, -2, 0.96, -24, 0.3, 7, 5
CN1C(=O)[C@@H]2[C@H](C1=O)[C@@H]1C(=O)Nc3ccccc3C(=O)N1[C@@H]2c1ccc(Br)cc1
  0.93, -10, -2, -3, 1, 7, -1.5, -2, 4
Cc1ccccc1NC(=O)NC1(C(=O)N2CCCC2)CCCCC1
  0.96, -9, 0, 3, 1, 4, 6.4, -1, 0
Cn1cc(C(=O)N/N=C/c2ccc([N+](=O)[O-])cc2)c2ccccc21
  1.1, 5, -3, -2, 1, -14, 4.0, -3, 10
CCCC(=O)OC/C(O)=C(\C#N)c1nc2ccccc2[nH]1
  1, -8, 15, 3, 0.85, -4, -0.7, 0, -4
CCCNC(=O)/C(=C/c1cn(S(=O)(=O)N(C)C)c2ccccc12)NC(=O)c1ccc(OC)cc1
  1, -5, -1, 0, 1, -1, -5.7, -1, -5
COc1cc2nc(N3CCN(c4cc(C)ccc4C)CC3)nc(N)c2cc1OC
  0.96, 4, -26, 2, 1.3, 4, 6.4, -7, 6
CCOc1ccccc1NS(=O)(=O)c1ccc2[nH]c(=O)ccc2c1
  1, -1, -4, 4, 1, -1, -0.7, -2, -12
CC(C)CCNC(=O)CCCOc1cc(=O)n(C)c2ccccc12
  0.99, -3, 5, 0, 0.95, 1, -1.0, -2, -6
CCc1noc(C)c1C(=O)OCC(=O)N1CCc2ccccc21
  0.92, -6, -10, -1, 1.1, 8, -0.1, 0, -1
